TSHR antag: human thyrotropin receptor antagonism | P16473 | TSHR-expressing cells, TSH-stimulated cAMP HTRF, 2 h; hits give low values | activity change, negative = inhibition, % at 11.5 µM | hit rate 0.2% among 330,000 | AID 504810;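 active means activity change below a set negative limit, meaning inhibition stronger than a set level, cut at about -70% in these data; inconclusive means activity change between two set negative limits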; further: on the % scale 0 is the no-effect control and ±100 the full control effect
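Inhibition of cAMP made by TSHR-expressing cells under TSH stimulation (4nM final, EC80; 2 h, 37 deg C) is quantified with a one-step lysis HTRF kit, anti-cAMP cryptate versus cAMP-d2.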
PTAP TSG101 blk: blocks PTAP/TSG101 interaction to inhibit HIV-1 budding; Fluorescence polarization, FITC-PTAP peptide / Tsg101 binding; Potency, µM (series often up to 115 µM), for the others: at the highest dose activity change, negative = inhibition, actives largely listed as inhibitors; 340,000 tested, under 10 active; active means well fitted inhibition curve with a large enough effect in the main read-out, with a control signal flat, not every such curve was filed as active; inconclusive means small, poorly fitted or top-dose-only effect, or effect the other way, or a change in a side signal; inactive means no such curve, though single readings can be large or run the other way; further: potency means the concentration at half of the fitted maximal effect; % of control where 0% means no effect
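FP read-out: FITC-PTAP peptide, 50 nM final, binding Tsg101 binding domain, 10 uM final; 20 min, r.t.; 10 mM HEPES pH 7.5, 0.15 M NaCl, 0.01% Tween 20, 3 mM EDTA, 0.1 mM TCEP.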
BCR signal inh: chronic active BCR signaling inhibition | ABC-DLBCL IkBa-CBG/CBR reporter, luminescence ratio, 4 h | Potency, µM (doses to about 46.1 µM), for the others: at the top dose ratio change, negative = lower green/red ratio, hits mostly inhibitors | hit rate 0.05% among 340,000; active means well fitted inhibition curve with a large enough effect in the signal ratio, with a control signal flat, not every such curve was filed as active; inconclusive means small, poorly fitted or top-dose-only effect, or effect the other way, or a change in a side signal; the % refers to the signal ratio;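 further: potency means the concentration at half of the fitted maximal effect; plate controls were basal doxycycline-induced cells for no effect and cells given 10 µM MG132 for full effect; MG132 reads +100%, hits lower the ratio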
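Compounds up to 46 uM were incubated four hours with TMD8 cells whose green CBG68 luciferase is fused to IkappaBalpha; red CBR luminescence normalised the signal, and concentration-effect curves were fitted to fusion, red and ratio data.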
Mito fusion act: blocks mitochondrial division or promotes mitochondrial fusion; S. cerevisiae fusion-defective mutant growth rescue, CellTiterGlo 48 h; Potency, µM (titrated, usually from 46.1 µM), for inactives: at the highest dose growth rescue (activation), hits mostly activators; hit rate 0.23% among 320,000;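 further: potency means the concentration at half of the fitted maximal effect; % of control where 0% means no effect; nearly all actives have a fitted effect of over 45% in size; temperature-sensitive fusion mutants such as fzo1-1 at 37 °C on non-fermentable ethanol glycerol medium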
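Temperature-sensitive fusion-defective S. cerevisiae (e.g. fzo1-1, mgm1-5) were grown with compound in YPEG medium (3% ethanol, 3% glycerol) for 48 hours at 37C. Growth rescue was measured as viability by CellTiterGlo luminescence after 10 minutes at ambient.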
Tb PFK block: T. brucei PFK enzyme inhibition. O15648. T. brucei PFK, ADP-Glo luminescence. Potency, µM (doses to about 57.5 µM), for inactives: at the top dose activity, negative = inhibition, hits mostly inhibitors. hit rate 0.17% among 330,000;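 further: potency means the concentration at half of the fitted maximal effect; 0% = uninhibited 1x PFK enzyme wells and -100% = no-enzyme wells; nearly all actives have a fitted effect of over 60% in size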
Target sequence (O15648 whole entry, looked up): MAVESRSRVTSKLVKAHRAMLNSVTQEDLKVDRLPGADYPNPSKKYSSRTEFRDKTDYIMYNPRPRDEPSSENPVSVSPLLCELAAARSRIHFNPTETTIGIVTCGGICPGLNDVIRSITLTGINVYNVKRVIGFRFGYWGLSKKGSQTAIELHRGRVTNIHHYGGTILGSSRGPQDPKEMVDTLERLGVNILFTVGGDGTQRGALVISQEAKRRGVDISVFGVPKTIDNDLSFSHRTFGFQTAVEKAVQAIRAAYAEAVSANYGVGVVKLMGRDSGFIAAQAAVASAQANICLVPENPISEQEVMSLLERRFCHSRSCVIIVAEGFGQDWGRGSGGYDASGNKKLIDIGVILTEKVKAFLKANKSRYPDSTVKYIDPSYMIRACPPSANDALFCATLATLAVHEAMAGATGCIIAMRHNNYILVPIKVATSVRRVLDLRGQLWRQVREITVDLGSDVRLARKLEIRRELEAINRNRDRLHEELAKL
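PFK 1.25 nM, F6P 0.5 mM, ATP 0.1 mM, 0.1 M TEA pH 8.0, 5 mM MgCl2, 0.01% Tween20, 0.1% BSA; 45 min RT. ADP-Glo readout. qHTS titration up to 57 uM; curves fitted, compounds curve-classed.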
USP2a block: inhibitors of human ubiquitin-specific protease USP2a | O75604 | USP2 core, Ub-CHOP2 coupled fluorogenic reporter, 485/531 | Potency, µM (doses to about 38.3 µM), for inactives: top-dose activity change, negative = inhibition, usual class: inhibitors | hit rate 0.01% among 330,000 | AID 463254;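 further: potency means the concentration at half of the fitted maximal effect; plate controls were DMSO wells for no effect and full inhibition by NEM control for full effect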
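Cell-free coupled assay: 10nM USP2 core preincubated 30min RT with compound in Tris-HCl pH 8.0/CaCl2/CHAPS buffer, then 25nM Ub-CHOP2 and 25nM reporter substrate; fluorescence (Ex 485/Em 531) read after 60min RT, normalized to NEM inhibition, concentration-response curves fitted.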
ELG1 DNA repair: ELG1-dependent DNA repair inhibition; HEK293T ELG1-luciferase reporter, luminescence, 16 h; DNA damage induced by 5-fluorouridine; Potency, µM (series often up to 46.1 µM), for the others: top-dose activity change, negative = inhibition, actives largely listed as inhibitors; hit rate 2.3% among 330,000; further: potency means the concentration at half of the fitted maximal effect; on the % scale 0 is the no-effect control and ±100 the full control effect; nearly all actives have a fitted effect of over 55% in size
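5-Fluorouridine DNA damage + compound/DMSO, 2,000 cells/well, 16 h, 37 °C/5% CO2. ONE-Glo, 30 min RT, luminescence. Readout = decrease in reporter signal.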
Eya2 inh: inhibitors of human Eya2 phosphatase activity; O00167; recombinant Eya2, OMFP fluorescence dephosphorylation (OMFP is methylfluorescein phosphate); Potency, µM (doses to about 76.9 µM), without a hit: top-dose activity, negative = inhibition, hits mostly inhibitors; hit rate 0.006% among 330,000; AID 488837; further: potency means the concentration at half of the fitted maximal effect; on the % scale 0 is the no-effect control and ±100 the full control effect
Target sequence (O00167 whole entry, looked up): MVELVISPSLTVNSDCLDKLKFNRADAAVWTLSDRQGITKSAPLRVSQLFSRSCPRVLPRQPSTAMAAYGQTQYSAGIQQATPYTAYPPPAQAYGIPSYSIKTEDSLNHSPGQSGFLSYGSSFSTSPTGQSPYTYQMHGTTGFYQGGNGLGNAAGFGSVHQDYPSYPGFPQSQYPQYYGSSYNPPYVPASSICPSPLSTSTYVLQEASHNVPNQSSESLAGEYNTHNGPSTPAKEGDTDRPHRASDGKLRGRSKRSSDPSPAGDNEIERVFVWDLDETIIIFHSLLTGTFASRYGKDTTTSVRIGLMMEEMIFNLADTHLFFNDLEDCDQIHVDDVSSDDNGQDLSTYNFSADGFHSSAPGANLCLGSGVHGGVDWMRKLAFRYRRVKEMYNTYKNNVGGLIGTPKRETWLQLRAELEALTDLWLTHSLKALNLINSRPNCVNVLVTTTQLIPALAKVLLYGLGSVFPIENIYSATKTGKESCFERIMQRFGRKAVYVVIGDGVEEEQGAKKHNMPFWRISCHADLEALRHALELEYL
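Eya2 (0.2 uM) preincubated 10 min at ambient with compound, then OMFP substrate added at 50 uM; 10 min reaction in 50 mM HEPES pH 7.5, 50 mM NaCl, 5 uM MgCl2, 0.05% BSA, 1 mM DTT. Fluorescence read at Ex 485/Em 525 nm.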
B2AR arrestin: agonists driving beta-arrestin recruitment to human beta2-adrenergic receptor | P07550 | beta-arrestin recruitment to beta2AR, cell-based reporter | Potency, µM (highest dose often 46.1 µM), without a hit: at the top dose activation, actives largely listed as activators | hit rate 0.02% among 330,000 | AID 492947;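 further: potency means the concentration at half of the fitted maximal effect; 0% = DMSO controls and full agonism = EC100 isoproterenol or metaproterenol; nearly all actives have a fitted effect of over 65% in size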
TCR act: activators of T cell receptors; primary human leukocytes, anti-CD3, IL-2 HTRF, 48 h; Potency, µM (doses to about 9.22 µM), without a hit: at the top dose activation of IL-2 secretion, most hits filed as activators; 330,000 tested, under 10 active; further: % of control where 0% means no effect
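48 hr co-incubation of compounds, a-CD3 beads and primary human leukocytes; IL-2 quantified homogeneously by HTRF with anti-IL-2 K and d2 conjugates.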
uPA generation: blocks generation of uPA at the cell surface; cell surface uPA generation assay, qHTS; Potency, µM (series often up to 38.3 µM), for inactives: at the top dose activity change, negative = inhibition, actives largely listed as inhibitors; hit rate 0.31% among 330,000; active means well fitted inhibition curve with a large enough effect; inconclusive means small, poorly fitted or top-dose-only effect; inactive means no such curve, though single readings can be large or run the other way; tested in mouse RAW 264.7 cells; further: potency means the concentration at half of the fitted maximal effect; on the % scale 0 is the no-effect control and ±100 the full control effect; nearly all actives have a fitted effect of over 55% in size
Active calls of the source: *; ? = inconclusive; / = no result given; & = joins results of further samples; [ ] = dose if it differs, or a comment. Unless noted, the call rests on the fitted dose curve; in most records, active means well fitted curve in the direction sought with a large enough effect; inconclusive means small, poorly fitted or top-dose-only effect, or another doubt; inactive means no such curve, though single readings can be large; an effect the other way counts as inactive or inconclusive.

Fields – TSHR antag	PTAP TSG101 blk	BCR signal inh	Mito fusion act	Tb PFK block	USP2a block	ELG1 DNA repair	Eya2 inh	B2AR arrestin	TCR act	uPA generation
C=CCn1c(Sc2nncn2C)nc2c1c(=O)[nH]c(=O)n2C
    0	4%	-6%	3%	4%	0%	-3%	2%	-0.4%	3%[46.1 µM]	-2%
CCOc1ccccc1COC(=O)c1cccc(-n2cnnn2)c1
    -12	-5%	?	2%	0%	-1%	12%	4%	-0.2%	-9%	-2%
CC(C)C(=O)N[C@@H]1c2ccccc2CC[C@H]1OCc1ccccc1
    -18	-1%	5%	/	16%	-2%	-2%	-36%	0.5%	6%[46.1 µM]	-24%
C=CCOCCN(CC)CC
    -12	3%	-1%	-2%	5%	1%	-5%	-20%	-0.1%	1%	0%
Cc1nn(-c2ccccc2)c(Cl)c1/C=N/NC(=O)c1ccccc1F
    -10	-5%	?	0%	-2%	-1%	?	3%	0.1%	-2%	-7%
Cc1cc(C)c(NC(=O)COC(=O)C23CC4CC(CC(O)(C4)C2)C3)c(Cl)c1
    -3	-1%	-11%	/	11%	1%	?	8%	2.5%	-5%	4%
COc1ccccc1CN(C)C(=O)C(NC(=O)Cc1cccc2ccccc12)C(C)C (configuration not stated)
    -13	0%	?	27%	0%	-2%	-10%	-3%	-0.6%	-1%	3%
Cc1ccc(N(CC2CO2)S(=O)(=O)c2ccc([N+](=O)[O-])cc2)cc1 (configuration not stated)
    -7	-1%	?	-15%	0%	1%	-4%	4%	-0.7%	0%	0%
Cc1oc(S(=O)(=O)N2CCCC2)cc1C(=O)Nc1ccc(F)cc1
    -3	-2%	?	-2%	-4%	3%	?	3%	-0.4%	1%	5%
Cc1ccccc1CN1C[C@@H]2C[C@@H](c3cnc(N4CCOCC4)s3)N3CCC[C@@]23C1=O
    4	-4%	5%	-3%	-1%	1%	-10%	10%	-0.4%	6%	4%
Cc1ccc(C2(c3noc(CN(C)Cc4cnn(C)c4)n3)CCCC2)cc1
    -9	-9%	9%	0%	0%	3%	-3%	3%	0.1%	5%	1%
CCc1ccc(NC(=O)CC2S/C(=N/N=C3CCCCCC3)NC2=O)cc1 (configuration not stated)
    6	-13%	-2%	4%	3%	4%	6%	-1%	0.2%	-3%	-3%
CCOCCCNC(=O)CCC(=O)NNc1nc2ccccc2c2nc(C)nn12
    2	-1%	?	-28%	-1%	0%	0%	5%	-1.1%	3%	5%
C/C(=N\NC(=O)c1cccc(S(=O)(=O)N2CCCC2)c1)c1cccs1
    4	-1%	-2%	-4%	1%	-2%	?	-9%	-0.7%	8%	4%
CC1(C)CC(NC(=O)c2ccncc2)CC(C)(C)N1O
    6	0%	0%	-3%	-3%	4%	4%	-3%	0.0%	-3%	14%
Cc1cccc(NC(=O)c2ccccc2OCC(=O)N2CCCC2)c1C
    1	/	?	5%	-1%	3%	0%	1%	-0.3%	/	/
O=S(=O)(NCc1cn2ccsc2n1)c1cccs1
    14	-3%	4%	1%	0%	0%	?	-4%	-0.4%	2%	0%
COc1ccc(NC(=O)Nc2ccc3c(c2)C(=O)N([C@H](C)CO)C[C@H](C)[C@@H](CN(C)C(=O)Nc2ccc(OC)cc2)O3)cc1
    5	2%	1%	/	9%	2%	14%	20%	0.1%	7%	14%
O=C1CN(S(=O)(=O)c2ccc(F)cc2)c2ccccc2N1
    1	-9%	-6%	1%	-2%	2%	0%	-1%	-0.9%	0%	4%
COC(=O)c1c(C(=O)OC)c(-c2cccc(Cl)c2)n2c1CS(=O)(=O)C2
    -7	-2%	-1%	11%	-2%	2%	21%	10%	-0.2%	-3%	-12%

Profiles as entered above. Values in the order: TSHR antag	PTAP TSG101 blk	BCR signal inh	Mito fusion act	Tb PFK block	USP2a block	ELG1 DNA repair	Eya2 inh	B2AR arrestin	TCR act	uPA generation
Listed for Cc1ccccc1CN1C[C@@H]2C[C@@H](c3cnc(N4CCOCC4)s3)N3CCC[C@@]23C1=O : 4	-4%	5%	-3%	-1%	1%	-10%	10%	-0.4%	6%	4%
Listed for Cc1ccc(N(CC2CO2)S(=O)(=O)c2ccc([N+](=O)[O-])cc2)cc1 (configuration not stated) : -7	-1%	?	-15%	0%	1%	-4%	4%	-0.7%	0%	0%

Three entries already listed, ordered by the number in TSHR antag, smallest number first.
mol	TSHR antag
C=CCOCCN(CC)CC	-12
Cc1cccc(NC(=O)c2ccccc2OCC(=O)N2CCCC2)c1C	1
CC1(C)CC(NC(=O)c2ccncc2)CC(C)(C)N1O	6

(further entries)
Fields – TSHR antag	PTAP TSG101 blk	BCR signal inh	Mito fusion act	Tb PFK block	USP2a block	ELG1 DNA repair	Eya2 inh	B2AR arrestin	TCR act	uPA generation
CC1=C(C#N)C(=O)N(C)C(C)(C)C1
    -7	-5%	0%	-1%	3%	0%	0%	-12%[15.4 µM]	0.2%	-2%	6%
O=C(COC(=O)C1CCC1)Nc1ncc(Cl)cc1Cl
    -4	-9%	0%	4%	-1%	-1%	13%	-24%	0.4%	1%	0%
CC(C)(C)c1ccc(S(=O)(=O)N(CCCN2CCOCC2)Cc2cccs2)cc1
    2	-3%&-3%	-1%	3%	1%	-3%	?	-17%	-2.2%	4%&9%	-3%&-1%
COC(=O)C1=C(C)N=C2SC(C)C(=O)N2C1c1cccs1 (configuration not stated)
    2	0%	5%	3%	-3%	5%	-1%	-3%	0.1%	3%	3%
CCO[C@@H]1OC(C(=O)Nc2ccccc2)=C[C@H](c2ccc(C(F)(F)F)cc2)[C@H]1CCCO
    -5	/	15%	7%	0%	-2%	-17%	-21%	-0.2%	-1%	0%
CC(C)(C)NS(=O)(=O)c1ccc(NC(=O)CS(=O)(=O)Cc2ccccc2)cc1
    12	-3%	0%	-2%	1%	-1%	0%	3%	0.6%	0%	0%
CCOC(=O)C(C)Sc1cnccn1 (configuration not stated)
    7	-1%	-2%	0%	-1%	0%	9%	7%	-0.5%	0%	0%
O=[N+]([O-])c1cccc(C(=S)N2CCCC2)c1
    -2	-2%	0%	-5%	15%	4%	13%	8%	0.4%	-5%	-5%
CCC(C)(C(=O)NC1CCCCC1)N(C(=O)C1CCC(=O)N1)c1ccc(C)cc1 (configuration not stated)
    0	-7%	-1%	-1%	3%	2%	12%	-14%	-0.2%	5%	2%
Nc1cc(Cl)ccc1N1CCOCC1
    5	0%	1%	1%	-2%	-3%	12%	14%	-0.2%	-23%	3%
CC(NC(=O)COc1ccc(-c2nnco2)cc1)c1ccc(Cl)cc1Cl (configuration not stated)
    0	-1%	-7%	5%	-1%	-2%	?	-10%	-0.8%	-3%[46.1 µM]	-4%
Cc1nn(C)c(C)c1NS(=O)(=O)c1ccc(N2CCCC2=O)cc1
    -4	-6%	?	4%	0%	-5%	?	0%	0.1%	0%	-8%
CCOC(=O)C1CCN(c2cc(C)nc3ccc(OC)cc23)CC1
    -5	0%	9%	1%	2%	2%	?	-1%	0.4%	-5%	-7%
COc1ccccc1N1CCN(c2ccc(Cl)nn2)CC1
    1	1%	-16%	-6%	2%	0%	7%	0%	0.1%	1%	4%
CCCCCCc1c(O)nc(SCCN(C)C)[nH]c1=O
    24	-1%	-1%	2%	-3%	0%	?	1%	-0.6%	0%	-2%
COc1ccc2c(c1OC)C(=O)N(c1ccc(OCc3ccccc3)cc1)C2=O
    4	0%	2%	4%	-3%	2%	9%	-28%	0.4%	-4%	-2%
